# tolC growth inh: E. coli tolC mutant growth inhibition; 65,000 compounds, 2.2% hits; growth inhibition, % at 10 µM (by protocol); E. coli BW25113 tolC mutant growth, OD615;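 active = growth inhibition at or above a cutoff equal to the mean over every tested compound plus 3 SD, cut at about 60% in these data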;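 note: growth measured after 20 h incubation at 37 °C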
#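 Test system – E. coli BW25113 ΔtolC::kan, tolC deletion mutant strain · Detection – OD at 615 nm · Buffer or medium – LB with kanamycin 50 µg/mL · Times – 20 h compound exposure of bacteria at 37 °C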
# RORa activator: activates the human nuclear receptor RORA; P35398; CHO-K1 Gal4-RORA LBD luciferase reporter, luminescence; percent increase over mock-subtracted basal signal; activation, % at 10 µM; 65,000 compounds, 1.5% hits; AID 560;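 active = activation above the mean of all tested compounds plus 3 SD, cut at about 49% in these data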;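 note: 0% = DMSO-treated RORA cells and 100% = added signal equal to DMSO minus mock-transfected cells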
# Target sequence (P35398 whole entry, looked up, the tested form may be a part): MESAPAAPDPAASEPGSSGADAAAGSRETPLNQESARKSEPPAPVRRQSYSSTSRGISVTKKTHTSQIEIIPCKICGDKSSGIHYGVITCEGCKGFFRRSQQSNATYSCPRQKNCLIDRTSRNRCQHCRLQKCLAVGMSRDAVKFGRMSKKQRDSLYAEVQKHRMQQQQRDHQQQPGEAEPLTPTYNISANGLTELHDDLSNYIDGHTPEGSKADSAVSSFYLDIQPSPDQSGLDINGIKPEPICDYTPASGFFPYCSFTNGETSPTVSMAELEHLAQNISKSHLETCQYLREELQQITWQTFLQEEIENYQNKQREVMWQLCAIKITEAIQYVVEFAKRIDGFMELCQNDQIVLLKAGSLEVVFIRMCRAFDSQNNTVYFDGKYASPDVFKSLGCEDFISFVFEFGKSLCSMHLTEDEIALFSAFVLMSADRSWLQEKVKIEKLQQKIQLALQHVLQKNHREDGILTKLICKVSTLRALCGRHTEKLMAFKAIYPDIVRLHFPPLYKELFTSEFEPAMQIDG
# SF1 activator: activators of human nuclear receptor SF-1. CHO-K1 Gal4-SF-1 LBD luciferase reporter; % increase over DMSO SF-1-specific signal. activation, % at 10 µM. 65,000 compounds, 1.9% hits. AID 522;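 active = activation above the mean activation of all tested compounds plus 3 SD, cut at about 50% in these data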
#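 Compound – one dose, 10 µM compound, 1% DMSO · Test system – transient Gal4-SF-1 LBD reporter, CHO-K1 · Input – 4,000 cells in each well · Read-out basis – percent activation relative to DMSO median and mock-transfected background · Replicates – single measurement per compound · Technique – steady-glow luciferase luminescence, read after 15 min reagent incubation · Timing – 20 h compound treatment, 37 °C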
# HTR1E antagonist: blocks the human 5-HT1E serotonin receptor; inhibition, % at 6 µM; CHO 5-HT1E Ga15 NFAT-bla reporter, FRET, antagonist; P28566; 65,000 compounds, 0.99% hits;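 active = inhibition above a set limit, the mean inhibition across every tested compound plus 3 SD, cut at about 29% in these data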;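 note: signal is the 460 over 535 nm emission ratio of beta-lactamase substrate; 0% = agonist plus DMSO wells and 100% = wells without agonist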
# Target sequence (P28566 whole entry, looked up): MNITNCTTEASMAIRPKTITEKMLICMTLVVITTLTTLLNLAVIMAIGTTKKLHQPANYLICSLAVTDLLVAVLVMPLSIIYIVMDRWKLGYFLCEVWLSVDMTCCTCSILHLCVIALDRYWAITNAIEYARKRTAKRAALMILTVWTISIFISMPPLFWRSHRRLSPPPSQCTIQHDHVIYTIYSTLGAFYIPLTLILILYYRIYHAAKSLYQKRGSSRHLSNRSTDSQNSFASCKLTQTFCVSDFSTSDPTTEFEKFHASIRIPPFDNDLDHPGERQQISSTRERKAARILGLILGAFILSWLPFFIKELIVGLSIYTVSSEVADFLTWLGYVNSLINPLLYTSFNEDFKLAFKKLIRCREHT
# NADH enzymes: blocks coupling enzymes of NAD/NADH assays; coupled PK/LDH NADH assays, four targets; IC50, µM (doses to about 10 µM), for the others: top-dose inhibition; 65,000 compounds, 0.02% hits;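 active = single-dose screening hits from any of four coupled enzyme assays that gave an IC50 when retested across doses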;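 note: the DPM-DC format reads NADH fluorescence rather than 340 nm absorbance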
# 5HT1E ag: activates the human 5-HT1E serotonin receptor | activation, % at 6 µM | AID 574 | 65,000 compounds, 0.69% hits | CHO 5-HT1E Ga15 NFAT-bla reporter, FRET; 0% DMSO wells, 100% control agonist wells | P28566;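 active = activation above a set limit, the screen-wide mean activation plus 3 SD, cut at about 8.5% in these data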;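 note: 100% = positive control agonist at 1 µM giving full maximal response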
# 5HT1a ag: 5-HT1a (human) receptor agonism; P08908; CHO 5-HT1a Ga15 NFAT-bla reporter, FRET ratio; 0% basal, 100% maximal reference agonist; activation, % at 10 µM; 65,000 compounds, 0.56% hits;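 active = activation above the screen-wide mean activation plus 3 SD, cut at about 19% in these data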;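 note: 0% = DMSO wells and 100% = 5-CT at EC100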
# 5HT1a antag: 5-HT1a (human) receptor antagonism; P08908; 62,000 compounds, 0.68% hits; AID 612; CHO 5-HT1a Ga15 NFAT-bla reporter, antagonist mode; inhibition, % at 10 µM;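 active = inhibition above the mean of all tested compounds plus 3 SD, cut at about 43% in these data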;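 note: receptor stimulated by 5-CT agonist at 100 nM near EC80; beta-lactamase reporter measured by ratiometric fluorescence of a cleavable substrate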
# MMP13 inh: blocks human MMP13 activity; P45452; MMP-13 fTHP FRET cleavage, Mca fluorescence; inhibition, % at 4 µM; 65,000 compounds, 0.07% hits;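 active = inhibition above the mean of compound-free control plate wells plus 3 SD, cut at about 14% in these data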;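 note: 0% = DMSO wells and 100% = wells with reference MMP-13 inhibitor after basal subtraction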
# * hit, by the source's call; / = no result given; [ ] = dose if it differs, or a comment. A portion of the library (hit frequency here may not be typical).
1. C[n+]1ccc(-c2ccncc2)cc1
2. O=c1[nH]c(=O)n(-c2ccc(F)cc2)c(O)c1C=Nc1ccccc1N1CCCC1
3. CCCC12CN3CN(C1)CC(CCC)(C3)C2O (stereo not drawn)
4. CCC(=O)c1c(O)n(C2CCCCCC2)c(=O)[nH]c1=O
5. O=C(C1CCC(=O)N1C1CCCCC1)N1CCC2(CC1)OCCO2 (stereo not drawn)
6. CNP1(NC)=NC(C(F)(F)F)=NC(C(F)(F)F)=N1
7. CCc1cccc2c(C#N)cn(CC(=O)N3CCOCC3)c12
8. c1ccc2c(CCNCc3ccc4c(c3)OCO4)c[nH]c2c1

Screen / compound no.	1	2	3	4	5	6	7	8
5HT1a antag	-3.6	-2.6	/	-6.3	-6.8	-16.1	-0.4	5.2
5HT1E ag	0.7	-0.7	-1.4	-0.1	0.6	0.1	0.4	1.6
HTR1E antagonist	-6.3	-10.6	4.5	-1.6	-4.9	2.5	0.2	3.1
tolC growth inh	-14.5	-8.6	11.9	54.6	-9.6	-9.1	-0.9	7.1
NADH enzymes	7.0%	7.0%	3.0%	1.0%	8.0%	2.0%	0.0%	7.0%
SF1 activator	-10.0	-24.4	2.5	-8.8	-9.8	2.1	7.5	-1.1
5HT1a ag	-4.5	-1.4	0.0	-4.5	-1.9	-0.3	60.2*	-1.6
MMP13 inh	-1.0	0.9	2.0	1.1	-1.3	6.9	-4.0	-3.2
RORa activator	-9.3	-5.4	3.7	8.9	8.9	-20.3	9.9	15.1

# Arranged by molar mass (rising): five of the compounds above.
3. CCCC12CN3CN(C1)CC(CCC)(C3)C2O (stereo not drawn)
4. CCC(=O)c1c(O)n(C2CCCCCC2)c(=O)[nH]c1=O
8. c1ccc2c(CCNCc3ccc4c(c3)OCO4)c[nH]c2c1
5. O=C(C1CCC(=O)N1C1CCCCC1)N1CCC2(CC1)OCCO2 (stereo not drawn)
2. O=c1[nH]c(=O)n(-c2ccc(F)cc2)c(O)c1C=Nc1ccccc1N1CCCC1

Screen / compound no.	3	4	8	5	2
5HT1a antag	/	-6.3	5.2	-6.8	-2.6
5HT1E ag	-1.4	-0.1	1.6	0.6	-0.7
HTR1E antagonist	4.5	-1.6	3.1	-4.9	-10.6
tolC growth inh	11.9	54.6	7.1	-9.6	-8.6
NADH enzymes	3.0%	1.0%	7.0%	8.0%	7.0%
SF1 activator	2.5	-8.8	-1.1	-9.8	-24.4
5HT1a ag	0.0	-4.5	-1.6	-1.9	-1.4
MMP13 inh	2.0	1.1	-3.2	-1.3	0.9
RORa activator	3.7	8.9	15.1	8.9	-5.4

# Additional structures follow:
9. CN1C(=O)C(C2(C#N)CCCCC2)C(=O)N(C)C1=O
10. COc1ccccc1N1C(=O)NC(=O)C2(Cc3cc(C)ccc3N(C)C2)C1=O (stereo not drawn)
11. CC(Oc1ccc(-c2ccccc2)cc1)C(=O)O (stereo not drawn)
12. CN1C(=O)N(C)C(=O)C2(Cc3c(nc4ccccn4c3=O)N3CCc4ccccc4C32)C1=O (stereo not drawn)
13. COc1ccc(CN2CCN(c3ccccc3F)CC2)c(OC)c1
14. Cc1[nH]c2ccccc2c1C1=CCNCC1
15. Cn1c(C(=O)N2CCC(C(=O)N3CCC4(CC3)OCCO4)CC2)cc2sccc21
16. CCCCn1c(O)c(C(C)=Nc2cccc(C(=O)O)c2)c(=O)[nH]c1=O

Screen / compound no.	9	10	11	12	13	14	15	16
5HT1a antag	3.8	4.0	-8.3	-9.2	17.9	-15.9	-6.4	7.4
5HT1E ag	-0.5	-0.2	-0.3	0.8	54.1*	90.6*	0.2	0.6
HTR1E antagonist	7.0	5.8	2.0	-9.7	15.7	-8.7	-2.7	9.2
tolC growth inh	-6.5	-1.7	-25.1	4.2	-0.3	-15.2	3.0	-22.5
NADH enzymes	3.0%	8.0%	8.0%	3.0%	5.0%	5.0%	8.0%	4.0%
SF1 activator	13.2	4.6	-12.8	-1.2	-9.0	19.2	9.9	9.8
5HT1a ag	-2.3	-1.7	-1.9	-3.5	-1.8	0.4	0.1	-2.9
MMP13 inh	4.4	0.7	-6.7	0.6	-8.5	-1.2	2.9	-19.3
RORa activator	0.7	-7.3	1.6	-17.8	6.0	-11.7	0.5	10.3

# Compounds from the list above that have a halogen (3):
2. O=c1[nH]c(=O)n(-c2ccc(F)cc2)c(O)c1C=Nc1ccccc1N1CCCC1
6. CNP1(NC)=NC(C(F)(F)F)=NC(C(F)(F)F)=N1
13. COc1ccc(CN2CCN(c3ccccc3F)CC2)c(OC)c1

Screen / compound no.	2	6	13
5HT1a antag	-2.6	-16.1	17.9
5HT1E ag	-0.7	0.1	54.1*
HTR1E antagonist	-10.6	2.5	15.7
tolC growth inh	-8.6	-9.1	-0.3
NADH enzymes	7.0%	2.0%	5.0%
SF1 activator	-24.4	2.1	-9.0
5HT1a ag	-1.4	-0.3	-1.8
MMP13 inh	0.9	6.9	-8.5
RORa activator	-5.4	-20.3	6.0

# Later entries:
17. Cn1c(O)c(C=NCCCN2CCCC2=O)c(=O)n(C)c1=O
18. CCOC(=O)C1CCN(/C=C2/C(=O)NC(=O)N(Cc3ccco3)C2=O)CC1
19. CCOC(=O)[C@]1(C#N)[C@@H]2C=CC(C(C)=O)=CN2[C@@H](C(N)=O)[C@@H]1c1ccsc1
20. CN1C(=O)C(Cc2ccsc2)C(=O)N(C)C1=O
21. C/C(CCc1c[nH]c2ccccc12)=N\O
22. COc1ccccc1-n1c(O)c(C=NCCCn2ccnc2)c(=O)[nH]c1=O
23. COc1cccc(Oc2c(C)oc3cc(OC(=O)N(C)C)ccc3c2=O)c1
24. CN(Cc1ccccc1)Cc1ccccc1OC(=O)N(C)C

Screen / compound no.	17	18	19	20	21	22	23	24
5HT1a antag	-13.7	-0.1	/	2.4	6.5	/	5.8	13.3
5HT1E ag	-0.1	-0.3	-0.5	-0.1	0.4	-0.5	-0.2	0.4
HTR1E antagonist	1.3	1.7	-7.3	6.5	-5.5	2.8	7.4	-5.5
tolC growth inh	-13.1	-4.5	5.8	-8.9	-11.1	3.3	-1.4	-11.8
NADH enzymes	6.0%	3.0%	4.0%	2.0%	7.0%	3.0%	4.0%	7.0%
SF1 activator	-0.6	4.7	-9.9	13.6	-6.7	-4.3	-5.4	16.4
5HT1a ag	-0.5	-1.7	0.6	-1.3	-3.3	2.3	-0.9	0.3
MMP13 inh	1.0	5.7	-11.2	2.6	6.3	0.1	2.5	-6.0
RORa activator	-20.3	19.1	-4.7	-22.1	23.3	-5.0	-40.4	-19.0

25. Cc1ccc(-c2nc3ccccc3c(=O)n2-n2cccc2)cc1
26. Oc1ccc(C2NCc3ccccc3-n3cccc32)cc1Cl (stereo not drawn)
27. CCC(=O)N1CC(=O)Nc2ccc(Cl)cc2C1c1ccc(F)cc1 (stereo not drawn)
28. COC(=O)C1C2c3ccccc3OC1(C)N=c1s/c(=C/c3cnn(C)c3C)c(=O)n12 (stereo not drawn)
29. CCn1nc(-c2ccccc2)nc2c(=O)n(C)c(=O)nc1-2
30. Cc1ccc(OCC(=O)N2CCN(C)CC2)c(Br)c1
31. Cc1cc(N2CCOCC2)nc2ccc(NC(=O)CCC(=O)N3CCC4(CC3)OCCO4)cc12
32. N[C@@H](Cc1c[nH]c2ccccc12)c1nnc(SCc2c(F)cccc2Cl)o1

Screen / compound no.	25	26	27	28	29	30	31	32
5HT1a antag	-4.6	-7.4	3.5	-8.0	85.2*	-5.1	0.2	5.5
5HT1E ag	1.1	0.6	0.0	-0.1	2.1	0.6	-0.2	-1.3
HTR1E antagonist	-4.9	5.9	-8.5	-10.8	100.6*	-5.9	-7.9	-5.4
tolC growth inh	-9.4	12.4	0.0	10.4	100.0*	-6.6	-8.3	45.2
NADH enzymes	6.0%	2.0%	10.0%	3.0%	32.8µM*	7.0%	11.0%[fluoresces]	6.0%
SF1 activator	-21.9	5.1	-15.1	8.0	-95.4	15.1	16.1	19.0
5HT1a ag	0.1	1.6	0.4	1.6	8.5	-0.2	-4.7	-0.3
MMP13 inh	5.2	1.2	3.4	1.0	3.8	-5.1	-133.2[fluorescence artefact?]	-0.3
RORa activator	13.0	-5.8	-17.7	24.3	-93.1	21.6	17.2	9.8

33. C=CCN1C(=O)C2(C(C(=O)OCC)=C(N)Oc3c2c(=O)oc2ccccc32)c2ccccc21 (stereo not drawn)
34. Cc1ccc(Cl)cc1N1CCN(CCN)CC1
35. O=C(NCC(c1cccnc1)N1CCN(c2ccc(F)cc2)CC1)Oc1ccccc1 (stereo not drawn)
36. O=C(COc1ccc(S(=O)(=O)N2CCCCC2)cc1)N1CCN(Cc2ccccc2)CC1
37. C=C(C)c1cccc(C(C)(C)NC(=O)NC2CN3CCC2CC3)c1 (stereo not drawn)
38. CCN(CC)CCCN=Cc1c(O)n(Cc2ccc(F)cc2)c(=O)[nH]c1=O

Screen / compound no.	33	34	35	36	37	38
5HT1a antag	-0.5	-0.8	-25.9	6.4	1.9	-13.7
5HT1E ag	-0.4	-0.4	0.2	-0.8	0.0	0.6
HTR1E antagonist	0.9	-7.7	-0.4	9.4	-3.9	-5.0
tolC growth inh	19.9	-13.1	5.2	-7.7	-6.4	-19.8
NADH enzymes	4.0%	6.0%	4.0%	1.0%	7.0%	4.0%
SF1 activator	2.5	15.8	5.4	8.5	-3.5	-10.4
5HT1a ag	1.4	-2.7	-0.2	2.7	1.1	-3.0
MMP13 inh	0.3	3.4	3.1	-5.5	6.2	7.9
RORa activator	-20.3	5.2	-7.7	-19.5	4.0	-4.5

# Bioassay records (PubChem)
